GAA glycogen mod – GAA glycogen-cleavage inhibition or activation. P10253. AID 2100. 300,000 tested, 0.38% active. Potency, µM (highest dose often 76.4 µM), for the others: top-dose activity change, negative = inhibition, usual class: inhibitors. recombinant GAA, glycogen substrate, Amplex Red glucose oxidase fluorescence; active means well fitted inhibition curve with a large enough effect; inconclusive means small, poorly fitted or top-dose-only effect, or another doubt; inactive means no such curve, though single readings can be large or run the other way;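 further: 0% = full enzyme reaction and -100% = no-enzyme basal signal; the screen sought inhibitors and activators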
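qHTS, 1536-well; enzyme 4 nM final; cpd up to 77 uM; substrate bovine liver glycogen 30 ug; 50 mM citrate/phosphate pH 5.0, 0.01% Tween-20; 37 C, 40 min; Amplex Red detection 45 min RT; Hill fit → AC50.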
The depositor's hits bear a star; u = inconclusive; [ ] = remark or other dose. Potency means the concentration at half of the fitted maximal effect.

The opening three entries as a preview:
SMILES	GAA glycogen mod
CCOc1ccc(C(C(=O)NC2CCCC2)N(C(=O)CNC(=O)c2ccco2)c2cccnc2)cc1 (stereo not given)	6.3%
OCCC1CN(Cc2cc(F)ccc2F)CCN1CCCc1ccccc1 (stereo not given)	-13.2%[76.3 µM]
CC(C)(C)c1ccc(-c2nc(NC(=O)CSc3ncnc4sc5c(c34)CCCC5)ns2)cc1	12.7%[76.3 µM]

The listing, previewed entries included:
SMILES	GAA glycogen mod
CCOc1ccc(C(C(=O)NC2CCCC2)N(C(=O)CNC(=O)c2ccco2)c2cccnc2)cc1 (stereo not given)	6.3%
OCCC1CN(Cc2cc(F)ccc2F)CCN1CCCc1ccccc1 (stereo not given)	-13.2%[76.3 µM]
CC(C)(C)c1ccc(-c2nc(NC(=O)CSc3ncnc4sc5c(c34)CCCC5)ns2)cc1	12.7%[76.3 µM]
CN(C)/C(=N\S(=O)(=O)c1ccc(Cl)cc1)c1ccc(F)cc1	-11.1%[76.3 µM]
COc1cc(C2/C(=C(\O)c3ccc4c(c3)OCCO4)C(=O)C(=O)N2c2nnc(C)s2)cc(OC)c1OC (stereo not given)	-1.3%[76.3 µM]
Cc1ccccc1NS(=O)(=O)c1ccc(C(=O)NCC(c2ccccc2)N(C)C)cc1 (stereo not given)	-4.8%[76.3 µM]
Fc1ccc2c(c1)NC(c1ccncc1)=NC(c1cccs1)=N2	16.1%[76.3 µM]
CCN(CC)CCCN(CC(=O)N(C)Cc1ccccc1)C(=O)c1ccc([N+](=O)[O-])cc1	2.3%[76.3 µM]
COc1ccc(-n2ccnc2SCC(=O)Nc2cc(C)on2)cc1	-1.6%[76.3 µM]
COc1ccc(OC(C)C(=O)N(C)Cc2nc(-c3ccccc3)no2)cc1 (stereo not given)	3.7%
COc1ccc(NC(=O)c2coc(=O)c3ccccc23)cc1OC	-5.9%[76.3 µM]
O=C(COc1ccc2c3c(c(=O)oc2c1)CCCC3)NCCN1CCOCC1	-5.8%[76.3 µM]
Cc1ccc2oc(C(=O)Nc3nnc(CC(C)C)s3)cc(=O)c2c1	17.3%[76.3 µM]
Cc1nc2ccccc2n1CC(O)c1ccccc1 (stereo not given)	-12.7%
CCCCCN(C(=O)CCC(=O)OCC(=O)c1cccc(OC)c1)c1c(N)n(CCCC)c(=O)[nH]c1=O	3.5%[76.3 µM]
O=S(=O)(NC1CCCCC1N1CCC(O)CC1)c1ccccc1 (stereo not given)	2.0%
Cc1ccc(N2CC(C(=O)Nc3ccc(S(=O)(=O)NCC4CCCO4)cc3)CC2=O)cc1 (stereo not given)	3.4%[76.3 µM]
COCCNC(=O)C(c1ccc(OC)cc1)N(CCOC)C(=O)CCC(=O)Nc1nccs1 (stereo not given)	5.1%
CCCc1cc(C(=O)N2CCCC(Nc3ccc(C)c(C)c3)C2)n(C)n1 (stereo not given)	-8.9%[76.3 µM]
Cc1csc2nc(SCC(=O)N3CCN(c4ccccc4)CC3)[nH]c(=O)c12	-9.0%[76.3 µM]
O=C(NNC(=O)c1ccncc1)c1ccccc1	-2.8%
C=CCNC(=O)c1ccccc1SCc1c(C)noc1C	-13.2%[76.3 µM]
Cc1cccc(C)c1N1CC(c2nc3ccccc3n2CC(=O)OC(C)C)CC1=O (stereo not given)	13.2%[76.3 µM]
Cc1c(C)c2ccc(OCC(=O)NC3CCN(Cc4ccccc4)CC3)cc2oc1=O	-7.2%[76.3 µM]
CC(C)CN1C(=O)N(c2ccc(Cl)cc2)C(C)(O)CC1(C)C (stereo not given)	-2.1%

Some of the entries so far, with each value named:
Structure: CCCc1cc(C(=O)N2CCCC(Nc3ccc(C)c(C)c3)C2)n(C)n1 (stereo not given)
  GAA glycogen mod: -8.9%[76.3 µM]

Structure: OCCC1CN(Cc2cc(F)ccc2F)CCN1CCCc1ccccc1 (stereo not given)
  GAA glycogen mod: -13.2%[76.3 µM]

Structure: CC(C)(C)c1ccc(-c2nc(NC(=O)CSc3ncnc4sc5c(c34)CCCC5)ns2)cc1
  GAA glycogen mod: 12.7%[76.3 µM]

(further entries)
SMILES	GAA glycogen mod
O=C(CSc1nnc(CNC(=O)c2c(F)cccc2Cl)o1)NCc1ccc(F)cc1	-8.8%[76.3 µM]
CC(Cl)C(=O)N1c2ccccc2CCc2ccccc21 (stereo not given)	0.8%[76.3 µM]
CC(=O)N1c2ccccc2CC1C(=O)NCc1cccc(Cl)c1 (stereo not given)	12.6%[76.3 µM]
CCn1c2ccccc2c2cc(CN3CCN(Cc4cccc(Cl)c4)CC3)ccc21	-14.3%[76.3 µM]
Cc1ccc(NC(=O)c2cc(S(=O)(=O)N3CCOCC3)c(Cl)cc2Cl)cc1	15.4%[76.3 µM]
O=C(/C=C/c1ccc2c(c1)OCO2)N1CCCCC1	6.8%[76.3 µM]
Cc1ccc2cccc(OCCCOc3ccccc3F)c2n1	14.6%[76.3 µM]
Cc1nnc2ccc(N3CCCCC3)nn12	1.8%
COc1ccccc1NC(=O)CSc1nc(SC)ns1	1.2%[76.3 µM]
Cc1cccc(NC(=O)C2CCCN(S(=O)(=O)c3ccc4[nH]c(=O)ccc4c3)C2)c1 (stereo not given)	15.8%[76.3 µM]
O=[N+]([O-])c1ccc(N=Nc2ncc[nH]2)cc1	3.2%
CCc1cccc2c(C(=O)C(NCCOC)c3ccccc3)c[nH]c12 (stereo not given)	-7.1%
COc1ccccc1NC(=O)COc1ccc(/C=N/NC(=O)c2cccnc2)cc1	-2.2%[76.3 µM]
CCCN1C(=O)c2ccccc2NC1c1ccc(O)c(OCC)c1 (stereo not given)	-25.6%
Cc1cc(C)n2nc(CNS(=O)(=O)c3cccc(Cl)c3)nc2n1	17.2%[76.3 µM]
CSc1nc2sc3c(c2c(=O)[nH]1)CC(C)(C)OC3	16.3%[76.3 µM]
CCc1ccc(NC(=O)CCc2c(C)nn(-c3ccc(N4CCCCC4)nn3)c2C)cc1	1.5%[76.3 µM]
CCC(C)NC(=O)C1c2ccccc2C(=O)N1Cc1ccccc1 (stereo not given)	2.0%
COc1cccc(NC(=O)CSc2ccc3nnc(-c4ccccn4)n3n2)c1	1.5%[76.3 µM]
Cc1ccc(NC(=O)c2ccc(-c3ccccc3)s2)cc1	1.0%[76.3 µM]
CCCn1c(=O)c2sccc2n2c(CCCC(=O)Nc3ccc(Oc4ccc(Cl)cc4)cc3)nnc12	-9.0%[76.3 µM]
COc1ccc(C2C(C(C)=O)=C(C)Nc3ncnn32)cc1[N+](=O)[O-] (stereo not given)	1.8%
Cc1ccc(Sc2c(C)nn(-c3ccccc3)c2OC(=O)C(C)(C)C)cc1	u
COc1cc(Cl)c(C)cc1NC(=O)Cn1ncc2c(=O)oc3ccccc3c21	-13.7%[76.3 µM]
COc1ccccc1CC1CC(=O)N(c2cccc(Cl)c2C)C1=O (stereo not given)	0.7%[76.3 µM]

Next part:
SMILES	GAA glycogen mod
Cc1ccc(C(=O)CC2(O)C(=O)N(Cc3ccccc3F)c3ccccc32)cc1 (stereo not given)	-17.5%[76.3 µM]
O=C(NC12CC3CC(CC(C3)C1)C2)c1cccnc1Cl	7.0%[76.3 µM]
O=C(Nc1ccc(Br)cc1)N1CCCCCC1	-4.5%[76.3 µM]
COc1ccc(Nc2c(-c3cccc(O)c3)nc3cnccn23)cc1	u
CCc1cc2c(cc3c(=O)n(CC(=O)N4CCN(c5cccc(C)c5C)CC4)nc(CC)n32)s1	8.7%[76.3 µM]
CCOC(=O)c1c(C)c(-c2ccccc2)n(CC(=O)NC2CCCCC2)c1C	-10.0%[76.3 µM]
O=C(CSCc1c(F)cccc1Cl)NCCc1ccccc1	2.1%[76.3 µM]
CCOc1ccc(C2C(C(=O)OC)=CN(C(C)c3ccccc3)C=C2C(=O)OC)cc1 (stereo not given)	-5.2%
CC(=O)c1cccc(N(C(=O)CNC(=O)c2cccs2)C(C(=O)NCC2CCCO2)c2ccccc2)c1 (stereo not given)	8.3%
Cn1cc(CCCC(=O)NCc2ccccc2)c2ccccc21	-3.3%
O=C(Nc1ccc(Br)cc1)Nc1cnccn1	-0.8%[76.3 µM]
CCc1nc2oc3ccc(C)cc3c(=O)c2cc1C(=O)OC	2.2%
Cc1nn(C(C)C(=O)NCCCN2CCCCCC2)c(=O)c2c1sc1ccccc12 (stereo not given)	-2.9%[76.3 µM]
CCN1CCN(C(=O)c2ccc3c(c2)N(Cc2ccccc2F)C(=O)c2ccccc2S3(=O)=O)CC1	-4.2%[76.3 µM]
CCOC(=O)CC(NC(=O)CCc1c(C)nc2c(-c3ccccc3)c(C)nn2c1C)c1ccc(C)cc1 (stereo not given)	-8.3%[76.3 µM]
COc1cc(CN2CCCC(C)C2)ccc1OCc1ccccc1 (stereo not given)	14.3%[76.3 µM]
CCC(C)OC(=O)/C(C#N)=C\c1ccc(-c2ccccc2Cl)o1 (stereo not given)	-5.8%[76.3 µM]
Cc1cc[n+](CC(=O)c2cccc([N+](=O)[O-])c2)c2ccccc12	16.4%[76.3 µM]
Cc1ccc(OC(C)C(=O)N2CC(=O)Nc3ccccc32)c(C)c1 (stereo not given)	-2.7%
CN(CC(=O)Nc1ccccc1F)Cc1cccs1	7.3%[76.3 µM]
COc1ccc(CCNC(=O)CSc2cn(CCNC(=O)c3ccccc3F)c3ccccc23)cc1OC	-7.7%[76.3 µM]
Cc1cccc(N2CCN(C(=O)c3ccc4c(c3)N(Cc3ccccc3)C(=O)c3ccccc3S4(=O)=O)CC2C)c1 (stereo not given)	-0.7%[76.3 µM]
COc1ccc(Nc2oc(/C=C/c3ccc(OC)c(OC)c3)nc2C#N)cc1	u
Cc1c(Cl)cccc1NC(=O)NCCOCCn1c(=O)oc2ccccc21	2.3%[76.3 µM]
Fc1ccc(-c2csc(NC(=S)Nc3ccccc3)n2)cc1	-7.0%

An excerpt from above in order of the GAA glycogen mod value, lowest first:
SMILES	GAA glycogen mod
Fc1ccc(-c2csc(NC(=S)Nc3ccccc3)n2)cc1	-7.0%
CCOc1ccc(C2C(C(=O)OC)=CN(C(C)c3ccccc3)C=C2C(=O)OC)cc1 (stereo not given)	-5.2%
Cn1cc(CCCC(=O)NCc2ccccc2)c2ccccc21	-3.3%
CCc1nc2oc3ccc(C)cc3c(=O)c2cc1C(=O)OC	2.2%
CC(=O)c1cccc(N(C(=O)CNC(=O)c2cccs2)C(C(=O)NCC2CCCO2)c2ccccc2)c1 (stereo not given)	8.3%

Further results:
SMILES	GAA glycogen mod
CCOC(=O)c1ccc(NC(=O)Nc2c(C)n(C)n(-c3ccccc3)c2=O)cc1	-3.1%[76.3 µM]
O=C(NCCc1cccc(F)c1)C1CCCN(c2nc3ccccc3s2)C1 (stereo not given)	-1.0%
COC(=O)c1c(NC(=O)C2CC(C)=C(C)CC2C(=O)O)sc2c1CCCCC2 (stereo not given)	-2.2%[76.3 µM]
COCCn1c(SCC(=O)Nc2cc(C)cc(C)c2)nc2ccccc2c1=O	-5.2%[76.3 µM]
O=C(CCCN1C(=O)/C(=C\c2cccs2)SC1=S)Nc1ccc(O)cc1C(=O)O	-25.3%[76.3 µM]
O=C(Cc1ccccc1)Nc1nccs1	-0.7%[76.3 µM]
CN1CCN(c2ccc(NC(=O)N3CCc4ccccc43)cc2)CC1	2.1%
NS(=O)(=O)c1ccc(CCNC(=O)c2cnccn2)cc1	-1.5%
CN1CCN(c2nc3c(S(=O)(=O)c4ccccc4)nnn3c3ccsc23)CC1	-7.9%[76.3 µM]
Cc1ccc(NC(=O)Nc2nnc(N(C)C3CCCCC3)s2)c(Cl)c1	12.8%[76.3 µM]
COc1ccc2c(Sc3ccc(C)cc3)c(C(=O)NCc3ccc(F)cc3)[nH]c2c1	7.3%[76.3 µM]
O=C(NCCCN1CCN(c2ccc(F)cc2)CC1)NC12CC3CC(CC(C3)C1)C2	1.0%
COc1ccc(NC(=O)Nc2nnc(Cc3ccccc3)s2)cc1	4.5%
COc1cc(/C=C/C(=O)O)cc(S(=O)(=O)N2CCN(S(=O)(=O)c3ccc(Cl)cc3)CC2)c1OC	2.0%
CC1(C(=O)N/N=C/c2ccccc2)CC1(Cl)Cl (stereo not given)	9.1%[76.3 µM]
Cc1cc(N2CCN(c3cccc(C(F)(F)F)c3)CC2)n2nc(-c3ccccc3)nc2n1	13.7%[76.3 µM]
CCOC(=O)CNC(=O)C1(/C=C/c2ccccc2)CC(=O)N1c1ccc(C)cc1 (stereo not given)	-5.0%
O=C(CCN1CCCCO1)N1CCCC(Nc2ccc(F)cc2)C1 (stereo not given)	0.1%[76.3 µM]
COc1cc(OC)c(NC(=O)CC(=O)Nc2cc(Cl)c(OC)cc2OC)cc1Cl	-3.0%[76.3 µM]
COc1cc2nc(SCC(=O)Nc3cccc(C)c3)n3nc(-c4ccccc4)nc3c2cc1OC	-25.6%[76.3 µM]
CCN(CC)C(=O)c1nn(Cc2ccccc2)c(=O)c2ccccc12	-5.5%[76.3 µM]
N#Cc1cnc(SCC(=O)N2CCCC2)nc1N	0.3%[76.3 µM]
CCN1CCSc2ccc(C(=O)NCc3ccccc3C)cc21	-20.2%[76.3 µM]
Cc1ccc(S(=O)(=O)c2cc3c(=O)n4ccccc4nc3n(CCCN3CCOCC3)c2=N)cc1C	-4.6%[76.3 µM]
Cc1ccccc1Cn1c(=O)n(Cc2ccc(Cl)cc2)c(=O)c2cccnc21	7.6%[76.3 µM]
O=C(COC(=O)CCc1ccccc1)Nc1ccc(F)cc1Cl	-12.0%
COc1cccc(-c2noc(COc3cccc(C)c3C)n2)c1	-12.9%[76.3 µM]
COc1ccc(N(C)C(=O)c2cc3c(s2)-c2ccccc2OC3)cc1	-4.7%[76.3 µM]
COc1ccccc1CNC(=O)CN1C(=O)c2cccnc2Oc2ccccc21	1.2%[76.3 µM]
COc1ccc(-c2cc(C)no2)cc1S(=O)(=O)NCCc1ccco1	3.6%[76.3 µM]

These rows are one share of the data, so the mix of outcomes need not match the whole.
